Source: PubChem BioAssay (National Center for Advancing Translational Sciences (NCATS))
MBNL1-CUG inh: blocks human MBNL1 binding to CUG repeat RNA; Q9NR56; TR-FRET MBNL1-His/biotin-(CUG)12 binding, 665/545 ratio; Potency, µM (titrated, usually from 57.5 µM), for inactives: at the top dose activity change, negative = inhibition, hits mostly inhibitors; hit rate 0.036% among 280,000; AID 2675; active = well fitted inhibition curve with a large enough effect in the signal ratio, with a control signal flat, not every such curve was filed as active; inconclusive = small, poorly fitted or top-dose-only effect, or effect the other way, or a change in a side signal; inactive = no such curve, though single readings can be large or run the other way; the % refers to the signal ratio; also: potency is read from the fitted curve at half-maximal effect; % is scaled to controls: 0 for no effect and ±100 for the full control effect
Target sequence (Q9NR56 whole entry, looked up): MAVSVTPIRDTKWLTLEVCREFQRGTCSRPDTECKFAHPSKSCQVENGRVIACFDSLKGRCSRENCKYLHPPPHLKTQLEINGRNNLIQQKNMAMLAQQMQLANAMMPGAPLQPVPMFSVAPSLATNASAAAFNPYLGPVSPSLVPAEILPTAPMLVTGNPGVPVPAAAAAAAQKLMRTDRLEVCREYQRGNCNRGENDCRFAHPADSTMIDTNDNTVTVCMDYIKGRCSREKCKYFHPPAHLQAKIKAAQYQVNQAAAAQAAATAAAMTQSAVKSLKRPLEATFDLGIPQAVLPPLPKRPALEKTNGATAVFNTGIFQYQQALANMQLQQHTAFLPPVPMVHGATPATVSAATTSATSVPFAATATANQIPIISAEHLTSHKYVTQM
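His-tagged MBNL1 binding to biotinylated (CUG)12 RNA was measured by TR-FRET using terbium anti-His antibody (0.055 ng/ul final) and streptavidin-XL665 (5 nM final). Compounds were titrated 92 nM to 58 uM; 60 min at room temperature.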
KCNH2 WT inh: inhibitors of human wildtype KCNH2 potassium channel | U2OS, BacMam KCNH2, thallium flux FluxOr; hits give low values | hit rate 0.37% among 340,000 | activity change, % at 1.84 µM | AID 720551 | Q12809;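 active = maximum activity change below -70%; inconclusive = maximum activity change between -70% and -50%; inactive = maximum activity change above -50%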; also: % is scaled to controls: 0 for no effect and ±100 for the full control effect
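U2OS cells transduced with wild-type KCNH2 virus are loaded with FluxOr dye for 45 min, and thallium flux is measured in kinetic reads before and after stimulation buffer. Rate constants are normalized to DMSO controls.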
TSHR antag: blocks TSH signaling through the human TSH receptor | TSHR-expressing cells, TSH-stimulated cAMP HTRF, 2 h; hits give low values | P16473 | hit rate 0.2% among 330,000 | activity change, negative = inhibition, % at 11.5 µM;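 active = activity change below a set negative limit, meaning inhibition stronger than a set level, cut at about -70% in these data; inconclusive = activity change between two set negative limits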; also: % is scaled to controls: 0 for no effect and ±100 for the full control effect
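Cell-based HTRF cAMP assay; TSHR cells + compound, TSH EC80 (4nM final), 2 h, 37 deg C. Lysis with anti-cAMP cryptate and cAMP-d2, 30 min RT, read 665/620 nm.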
PKM2 activator: activators of human pyruvate kinase M2; Potency, µM (highest dose often 57.5 µM), without a hit: at the top dose activation, usual class: activators; purified PKM2, Kinase-Glo ATP luminescence, activation; response scale: 0% is enzyme alone, no compound; hit rate 0.34% among 260,000; AID 1631; also: potency is read from the fitted curve at half-maximal effect; % is scaled to controls: 0 for no effect and ±100 for the full control effect; nearly all actives have a fitted effect of over 55% in size
Target sequence (P14618 whole entry, looked up): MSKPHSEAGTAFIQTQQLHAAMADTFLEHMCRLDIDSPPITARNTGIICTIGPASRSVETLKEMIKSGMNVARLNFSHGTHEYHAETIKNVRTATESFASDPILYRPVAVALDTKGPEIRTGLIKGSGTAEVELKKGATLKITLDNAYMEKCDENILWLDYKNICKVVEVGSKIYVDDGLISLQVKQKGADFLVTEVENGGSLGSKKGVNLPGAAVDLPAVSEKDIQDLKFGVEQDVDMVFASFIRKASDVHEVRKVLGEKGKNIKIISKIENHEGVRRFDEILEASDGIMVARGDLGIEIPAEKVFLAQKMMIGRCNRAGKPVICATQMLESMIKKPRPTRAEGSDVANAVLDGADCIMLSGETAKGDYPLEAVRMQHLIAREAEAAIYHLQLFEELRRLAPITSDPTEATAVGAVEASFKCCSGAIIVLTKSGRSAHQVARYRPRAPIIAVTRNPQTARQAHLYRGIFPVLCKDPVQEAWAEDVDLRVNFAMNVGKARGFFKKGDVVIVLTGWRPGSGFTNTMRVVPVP
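Purified hPK-M2 (>95% pure) converted ADP (0.1 mM final) to ATP with 0.5 mM PEP in 50 mM imidazole pH7.2, KCl, MgCl2, Tween 20, BSA; 1 h at room temperature. ATP detected by Kinase-Glo luminescence.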
S-ASM inh: human S-ASM enzyme inhibition; Potency, µM (highest dose often 57.5 µM), for inactives: top-dose activity change, negative = inhibition, actives largely listed as inhibitors; placental ASM, HMU-PC fluorogenic substrate, 60 min; P17405; hit rate 0.006% among 340,000; also: potency is read from the fitted curve at half-maximal effect
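Fluorescence read-out (Ex 386 nm, Em 447 nm) after stopping the reaction at pH 10. Enzyme: ASM from human placenta; substrate HMU-PC0, 9 uM final; 60 min, 37 °C. Compound preincubation 10 min, ambient temperature.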
Mito fusion yeast: blocks mitochondrial division or promotes mitochondrial fusion | S. cerevisiae fusion-defective mutant growth rescue, CellTiterGlo 48 h | Potency, µM (series often up to 46.1 µM), for inactives: top-dose growth rescue (activation), hits mostly activators | hit rate 0.23% among 320,000 | AID 485298;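 also: potency is read from the fitted curve at half-maximal effect; % of control where 0% means no effect; nearly all actives have a fitted effect of over 45% in size; temperature-sensitive fusion mutants such as fzo1-1 at 37 °C on non-fermentable ethanol glycerol medium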
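Yeast fusion mutant, YPEG (non-fermentable carbon), compound, 48 h at 37C non-permissive; CellTiterGlo added, 10 min RT, luminescence read. Rescued growth = division inhibition.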
BCR signal inh: blocks chronic active B-cell receptor signaling; ABC-DLBCL IkBa-CBG/CBR reporter, luminescence ratio, 4 h; Potency, µM (top dose mostly 46.1 µM), for inactives: at the highest dose ratio change, negative = lower green/red ratio, usual class: inhibitors; hit rate 0.05% among 340,000; AID 493014; active = well fitted inhibition curve with a large enough effect in the signal ratio, with a control signal flat, not every such curve was filed as active; inconclusive = small, poorly fitted or top-dose-only effect, or effect the other way, or a change in a side signal; the % refers to the signal ratio;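 also: potency is read from the fitted curve at half-maximal effect; plate controls were basal doxycycline-induced cells for no effect and cells given 10 µM MG132 for full effect; MG132 reads +100%, hits lower the ratio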
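TMD8 ABC-DLBCL cells carrying doxycycline-inducible green luciferase fused to IkappaBalpha plus unfused red luciferase were exposed to compounds (up to 46 uM) for 4 hrs at 37C. Activity came from the overlap-corrected green/red luminescence ratio.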
Eya2 phos inh: blocks the phosphatase activity of human Eya2; Potency, µM (top dose mostly 76.9 µM), for inactives: at the top dose activity, negative = inhibition, most hits filed as inhibitors; recombinant Eya2, OMFP fluorescence dephosphorylation (OMFP is methylfluorescein phosphate); AID 488837; hit rate 0.006% among 330,000; also: potency is read from the fitted curve at half-maximal effect; % is scaled to controls: 0 for no effect and ±100 for the full control effect
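Eya2 (0.2 uM) preincubated 10 min at ambient with compound, then OMFP substrate added at 50 uM; 10 min reaction in 50 mM HEPES pH 7.5, 50 mM NaCl, 5 uM MgCl2, 0.05% BSA, 1 mM DTT. Fluorescence read at Ex 485/Em 525 nm.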
Menin MLL FP TR: menin-MLL binding inhibition, Texas Red mutant peptide; O00255; Menin + Texas Red MLL mutant peptide, fluorescence polarization; Potency, µM (titrated, usually from 61.6 µM), inactives show top-dose FP activity change, negative = inhibition, actives largely listed as inhibitors; hit rate 0.23% among 270,000; active = well fitted inhibition curve with a large enough effect in the polarisation, with a control signal flat, not every such curve was filed as active; inconclusive = small, poorly fitted or top-dose-only effect, or effect the other way, or a change in a side signal; inactive = no such curve, though single readings can be large or run the other way; the % refers to the polarisation; also: potency is read from the fitted curve at half-maximal effect; % of control where 0% means no effect; many of its hits are not listed in these tables
GALK inh: galactokinase (human) inhibition. hit rate 0.007% among 270,000. Potency, µM (series often up to 57.5 µM), for inactives: at the highest dose activity change, negative = inhibition, actives largely listed as inhibitors. P51570. Purified GALK, Kinase-Glo residual ATP luminescence; also: potency is read from the fitted curve at half-maximal effect; % is scaled to controls: 0 for no effect and ±100 for the full control effect
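5 nM enzyme, 35 uM ATP, 100 uM galactose, 20 mM HEPES pH8.0, 5 mM MgCl2; 1 h RT; residual ATP by Kinase-Glo Plus luminescence, qHTS format.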
USP2a block: inhibitors of human ubiquitin-specific protease USP2a. USP2 core, Ub-CHOP2 coupled fluorogenic reporter, 485/531. O75604. AID 463254. hit rate 0.01% among 330,000. Potency, µM (doses to about 38.3 µM), without a hit: at the highest dose activity change, negative = inhibition, most hits filed as inhibitors;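 also: potency is read from the fitted curve at half-maximal effect; plate controls were DMSO wells for no effect and full inhibition by NEM control for full effect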
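Cell-free coupled assay: 10nM USP2 core preincubated 30min RT with compound in Tris-HCl pH 8.0/CaCl2/CHAPS buffer, then 25nM Ub-CHOP2 and 25nM reporter substrate; fluorescence (Ex 485/Em 531) read after 60min RT, normalized to NEM inhibition, concentration-response curves fitted.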
The depositor's hits bear a star; ? = inconclusive; nt = not tested or not shown; & = joins results of further samples; [ ] = remark or other dose. Unless noted, calls follow the shape of the dose curve; as a rule, active = well fitted curve in the direction sought with a large enough effect; inconclusive = small, poorly fitted or top-dose-only effect, or another doubt; inactive = no such curve, though single readings can be large; an effect the other way counts as inactive or inconclusive.

SMILES	MBNL1-CUG inh	KCNH2 WT inh	TSHR antag	PKM2 activator	S-ASM inh	Mito fusion yeast	BCR signal inh	Eya2 phos inh	Menin MLL FP TR	GALK inh	USP2a block
COc1cc(Cl)c(C)cc1NC(=O)CCCn1c(=O)oc2ccccc21	nt	3	3	-6%	-3%	23%	?	-3%	-1%	-1%	2%
CCO/C(C)=N/n1c2nc3ccccc3nc2c2c(=O)n(Cc3ccccc3Cl)c(C)nc21	?	-12	-10	-1%	-9%	7%	?	7%	7%	10%	-1%
CC1CCCN(C(=O)/C(=C/c2ccco2)NC(=O)c2ccccc2)C1 (configuration not stated)	4%	3	12	nt	-1%	-1%	-4%	21%	?	-1%	0%
COc1cc(OC)cc(-c2cc3nc(C)c(CCC(=O)O)c(C)n3n2)c1	6%	7	-23	-4%	7%	-1%	?	-6%	-15%	1%	5%
CC(=O)Nc1ccc(S(=O)(=O)N(C)CC(=O)NC2=NCCS2)cc1	-14%	-1	15	0%	5%	1%	1%	-4%	1%	6%	3%
CCCCN1C(=O)/C(=C2/C=CC=CN2C)SC1=S	?	8	-12	-2%	-10%	4%	?	-2%	16%	-2%	0%
Cc1cccc2nc(CSc3nc4ccc([N+](=O)[O-])cc4[nH]3)cn12	?	1	0	-2%	-4%	-1%	17%	-3%	13%	0%	1%
CCc1cc(=O)oc2cc(OCC(=O)N3CCC[C@H]3C(=O)O)ccc12	-2%	-7	2	2%	10%	1%	?	5%	-6%	nt	0%
COc1cc(OC)cc(C(=O)N2CCN(Cc3ccc4c(c3)OCO4)CC2)c1	-2%	-8	17	-2%	1%	-3%	0%	-5%	-8%	-4%	0%
CCCCC(=O)Nc1ncc2c(n1)CC(C)(C)CC2=O	3%	-4	-13	6%	-2%	0%	5%	-16%	-3%	0%	0%
Cc1nnc(SCc2ccccc2C#N)n1-c1ccccc1	0%	2	12	-3%	3%	7%	-2%	8%	-3%	2%	1%
CC(OC(=O)CNC(=O)c1ccc2c(c1)OCO2)C(=O)NCCC1=CCCCC1 (configuration not stated)	-5%	1	-4	10%	-1%	1%	-1%	-7%	-1%	3%	2%
Cc1ccccc1N1C(=O)[C@@H]2Cc3ccccc3CN2C1=O	-7%	-3	0	-2%	5%	-4%	?	25%	-5%	0%	1%
CCCn1c(N)c(C(=O)CSc2nnc(-c3c[nH]c4ccccc34)n2C2CC2)c(=O)[nH]c1=O	nt	-2	12	nt	-2%	nt	1%	-9%	nt	nt	-1%
CN(CC(=O)Nc1nc2ccccc2s1)S(=O)(=O)c1ccc(Cl)cc1	-10%	8	-18	0%	-10%	14%	?	4%	?	-3%	1%
CC1CCC(NC(=O)COc2ccc(C(=O)c3ccccc3)cc2)CC1 (configuration not stated)	50%[activator]	-2	-8	7%	-1%	16%	2%	1%	-6%	1%	5%
Cc1nc2cccc(C)n2c(=O)c1Cl	?	9	9	-2%	3%	3%	?	10%	-9%	0%	-2%
COc1ccccc1CC1(C)NC(=O)N(CC(=O)N2CC(C)OC(C)C2)C1=O (configuration not stated)	-9%	12	8	2%	3%	4%	-4%	-1%	-1%	4%	2%
COc1ccc(/C=C(/NC(=O)c2ccc(C)cc2)C(=O)NCC2CCCO2)cc1 (configuration not stated)	5%	1	1	4%	5%	8%	3%	-1%	-2%	13%	-2%
CCCC(/C=C/c1ccc(OC(C)=O)cc1)=C1/c2ccccc2C(=O)N1c1ccccc1	nt	5	-20	nt	307%	?	-13%	-2%	nt	nt	5%
CCOc1ccc(CCNC(=O)C2=C(C)C(=O)OC23CCC(C)CC3)cc1 (configuration not stated)	0%	11	1	-5%	-1%	5%	-1%	-5%	-5%	nt	2%
COc1ccc(Oc2coc3cc(OC(=O)N4CCOCC4)ccc3c2=O)cc1	-1%	-15	7	-20%	1%	21%	0%	1%	-22%	0%	0%
CCOc1ccccc1C(=O)OCC(=O)NCC1CCCCC1	nt	0	5	nt	-4%	2%	-16%	0%	nt	nt	3%
COC(=O)c1cc(Br)ccc1OC(=O)c1cccnc1	-11%	9	-8	-4%	-1%	0%	-10%	-13%	12%	-1%	0%
O=C(COC(=O)c1nc(Cl)ccc1Cl)NNC(=O)c1ccccc1	nt	?	0	nt	6%	-1%	-2%	1%	nt	nt	1%
CC(OC(=O)CCc1nc2ccccc2c(=O)[nH]1)C(=O)Nc1ncc(Cl)cc1Cl (configuration not stated)	-3%	3	-4	5%	-1%	-2%	1%	16%	4%	-3%	7%
COC(=O)c1ccc(C(NC(=O)OCc2ccccc2)/C(F)=C/[C@@H](C)C(=O)NCc2ccc(-c3ccccc3)cc2)cc1 (some centres not stated)	11%	nt	-6	-2%&-9%	0%	-3%	1%	-12%	4%&0%	nt	-5%
O=C(Nc1ccc(N2CCN(C(=O)c3cccs3)CC2)cc1)c1cccnc1	1%	25	-2	-1%	4%	1%	1%	-19%	-8%	0%	2%
CCOC(=O)C1=C(c2ccccc2)OC(N)=C(C#N)C1c1ccncc1 (configuration not stated)	9%	1	-6	?	13%	9%	?	-2%	-11%	0%	-6%
CCOc1ccc(NC(=O)CN(C)C(=O)CSCc2c(C)noc2C)cc1OCC	nt	-7	-4	nt	1%	-9%	-3%	-8%	nt	nt	3%
COc1ccc(-c2noc(CCC(=O)Nc3cc(OC)ccc3OC)n2)cc1	10%	0	-17	14%	-8%	5%	-1%	-31%	9%	1%	-1%
COc1ccc(N(CC(=O)NCc2ccccc2Cl)S(=O)(=O)c2c(C)n[nH]c2C)cc1	0%	26	7	nt	3%	0%	-1%	-2%	nt	-3%	-2%
CC1CCN(C(=O)COC(=O)c2cc([N+](=O)[O-])ccc2N2CCOCC2)CC1	nt	-10	7	nt	-6%	-7%	-10%	-4%	nt	nt	-7%
Cc1cccc2nc(CNC(=O)C3CCC(=O)N(Cc4ccccc4F)C3)cn12 (configuration not stated)	-4%	-3	-3	-2%	4%	-1%	0%	-3%	nt	1%	0%
COc1ccc(CNc2ccc3c(c2)ncn3-c2ccccc2OC)cc1	14%	6	-2	2%	-1%	-8%	?	10%	-13%	-1%	4%
N#Cc1nc(-c2cccs2)oc1NCc1ccco1	12%	1	1	-1%	37%[activator]	18%	9%	6%	9%	0%	2%
CCOC(=O)C1CCCN(Cc2c(Cl)cccc2Cl)C1 (configuration not stated)	-6%	6	nt	3%	-5%	12%	nt	nt	-18%	6%	nt
CCOc1ccc(C(CC(=O)O)NC(=O)C(Sc2ccccc2)c2ccccc2)cc1 (configuration not stated)	-14%	2	-13	-6%	9%	-5%	3%	1%	8%	1%	-1%
C=CCN(CC=C)CC(O)Cn1c2ccccc2c2ccccc21 (configuration not stated)	-7%	-10	3	1%	3%	-4%	-15%	?	3%	-1%	-5%
COC(=O)c1ccccc1NC(=O)COC(=O)c1cccnc1	74%[activator]	-28	7	-1%	1%	-1%	-1%	22%	15%	-3%	0%
C/C=C/C(=O)Nc1ccc(N2CCN(c3ccc(C(F)(F)F)cn3)CC2)nc1	-1%	-2	-3	0%	9%	-5%	3%	1%	nt	-1%	-10%
Cc1cccc(C2=NN(c3ccc(Br)cc3)[C@@H](C(=O)N3CCOC3=O)[C@@H]2C)c1	nt	-2	-3	nt	nt	nt	-4%	5%	?	nt	-11%
COC(=O)c1ccc(/C=N/NC(=S)NC(C)C)cc1	-2%	0	4	-11%	10%	-11%	-1%	-4%	nt	-1%	1%
COC(=O)N1C(=O)[C@](Cc2ccccc2)(c2ccccc2)N1C(=O)OC	0%	-29	-27	-5%	2%	2%	-1%	3%	?	nt	0%
CNC(=O)Nc1ccccc1C(=O)NCc1ccccc1	9%	4	-7	-3%	0%	2%	-1%	-7%	1%	-1%	3%
c1ccc(-c2nn3c(C4CCCCC4)nnc3s2)nc1	-11%	5	-7	-1%	0%	4%	0%	8%	-7%	-3%	3%
S=C(NCCN1CCOCC1)NC1CCCC1	-8%	-5	-4	4%	1%	6%	-1%	3%	18%	9%	2%

This is a subset; the hit share may differ from the screen's.
